# PAFAH2 inh: PAFAH2 (human) inhibition. Q99487. recombinant PAFAH2, FP-rhodamine activity probe, fluorescence polarization. inhibition, % at 3.39 µM. 0.99% of 340,000 active;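 active means inhibition above the mean over all tested compounds plus 3 SD, cut at about 30% in these data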;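 further: inhibitors block probe labeling of enzyme so polarization drops; 0% = enzyme with DMSO and 100% = wells lacking PAFAH2 protein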
# LYPLA2 inh: LYPLA2 (human) inhibition in PME1 counter-screen; O95372; recombinant LYPLA2, FP-Rh probe fluorescence polarization; inhibition, % at 5.9 µM; 0.38% of 320,000 active; AID 2177;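 active means inhibition above the screen-wide mean plus 3 SD, limit set per campaign, cut at about 26% in these data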;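 further: 0% = LYPLA2 with DMSO and 100% = wells lacking LYPLA2 enzyme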
# pPAFAH FP inh: inhibitors of human plasma PAF acetylhydrolase (pPAFAH). Q13093. recombinant pPAFAH, FP-rhodamine probe fluorescence polarization. inhibition, % at 3.39 µM. 1.5% of 330,000 active;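 active means inhibition above the mean inhibition across the screen plus 3 SD, cut at about 25% in these data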;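 further: inhibitors block binding of the rhodamine activity-based probe so polarization drops; 0% = enzyme with DMSO and 100% = wells lacking pPAFAH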
# PME-1 primary: PME-1 (human) inhibition | AID 2130 | Q9Y570 | inhibition, % at 5.9 µM | 0.53% of 320,000 active | recombinant PME-1, FP-Rh probe fluorescence polarization;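 active means inhibition above the campaign mean of all compounds plus 3 SD, cut at about 26% in these data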;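 further: competitive labeling of PME-1 active site by serine hydrolase directed probe; 0% = PME-1 with DMSO and 100% = wells lacking PME-1 enzyme; inhibitors block probe labeling so polarization falls and inhibition rises; many of its hits are not listed in these tables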
# Target sequence (Q9Y570 whole entry, looked up): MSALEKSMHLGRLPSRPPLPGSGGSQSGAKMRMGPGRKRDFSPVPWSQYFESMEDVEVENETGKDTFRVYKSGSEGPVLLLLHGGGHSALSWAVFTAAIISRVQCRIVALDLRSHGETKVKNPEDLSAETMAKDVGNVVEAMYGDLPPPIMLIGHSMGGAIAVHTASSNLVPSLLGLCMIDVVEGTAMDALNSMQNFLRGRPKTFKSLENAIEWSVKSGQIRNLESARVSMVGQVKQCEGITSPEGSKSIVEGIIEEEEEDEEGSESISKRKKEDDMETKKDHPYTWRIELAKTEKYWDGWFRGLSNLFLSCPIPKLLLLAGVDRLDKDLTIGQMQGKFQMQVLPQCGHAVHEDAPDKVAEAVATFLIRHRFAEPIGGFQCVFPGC
# PAD4 inh: inhibitors of human PAD4 | Q9UM07 | recombinant PAD4, RCA probe fluorescence polarization | inhibition, % at 6.36 µM | 0.41% of 330,000 active | AID 485272;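 active means percent inhibition above a cutoff equal to the mean of all tested compounds plus 3 SD, cut at about 15% in these data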;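 further: 0% = PAD4 with RCA probe and DMSO and 100% = probe without PAD4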
# GSTO1 counter: GSTO1 inhibition, counter-screen for RBBP9 inhibitors; P78417; recombinant GSTO1, activity-based probe fluorescence polarization; inhibition, % at 5.96 µM; 1.1% of 300,000 active; AID 1974;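 active means inhibition above the campaign mean inhibition plus 3 SD, cut at about 35% in these data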;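 further: 0% = GSTO1-1 with DMSO and 100% = wells lacking GSTO1-1 enzyme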
# Target sequence (P78417 whole entry, looked up): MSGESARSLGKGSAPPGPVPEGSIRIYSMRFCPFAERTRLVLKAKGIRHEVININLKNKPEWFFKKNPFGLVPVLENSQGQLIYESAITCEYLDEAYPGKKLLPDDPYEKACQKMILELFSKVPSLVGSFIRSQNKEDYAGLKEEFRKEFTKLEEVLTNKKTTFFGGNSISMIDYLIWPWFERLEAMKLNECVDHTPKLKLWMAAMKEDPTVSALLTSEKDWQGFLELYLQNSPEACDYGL
# LYPLA1 counter: LYPLA1 (human) inhibition in PME1 counter-screen. recombinant LYPLA1, FP-Rh probe fluorescence polarization. inhibition, % at 5.9 µM. O75608. 0.16% of 320,000 active;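 active means inhibition above the mean of all tested compounds plus 3 SD, set per campaign, cut at about 14% in these data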;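 further: inhibitors block serine hydrolase probe labeling of LYPLA1 so polarization falls; 0% = enzyme with DMSO and 100% = wells lacking LYPLA1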
# Target sequence (O75608 whole entry, looked up): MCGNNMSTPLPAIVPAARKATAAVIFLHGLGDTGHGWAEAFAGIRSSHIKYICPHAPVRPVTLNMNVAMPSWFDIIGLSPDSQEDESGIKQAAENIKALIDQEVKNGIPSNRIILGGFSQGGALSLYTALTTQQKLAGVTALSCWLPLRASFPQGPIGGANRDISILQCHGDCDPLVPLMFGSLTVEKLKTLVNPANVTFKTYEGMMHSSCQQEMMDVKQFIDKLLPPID
# PAFAH1B2 inh: inhibitors of human PAFAH1B2. 1.2% of 340,000 active. recombinant PAFAH1B2, FP-rhodamine activity probe, fluorescence polarization. inhibition, % at 3.39 µM;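 active means inhibition above the mean of all tested compounds plus 3 SD, cut at about 24% in these data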;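 further: 0% = enzyme with DMSO and 100% = wells lacking PAFAH1B2; many of its hits are not listed in these tables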
# PAFAH1B3 inh: inhibitors of human PAFAH1B3 | Q15102 | recombinant PAFAH1B3, FP-rhodamine probe, fluorescence polarization | inhibition, % at 3.39 µM | 0.28% of 340,000 active;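 active means inhibition above the screen-wide average of all tested compounds plus 3 SD, cut at about 25% in these data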;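 further: 0% = enzyme with DMSO only and 100% = wells lacking PAFAH1B3 protein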
# Starred values were filed as active, the others as inactive; . = not tested or not shown.
smiles	PAFAH2 inh	LYPLA2 inh	pPAFAH FP inh	PME-1 primary	PAD4 inh	GSTO1 counter	LYPLA1 counter	PAFAH1B2 inh	PAFAH1B3 inh
CC1(C)Cc2c(cnn2-c2cccc(F)c2)C(NC(=O)CSc2ccncc2)C1 (configuration not stated)	1	2	1	3	-3	0	2	2	2
CCn1c(Cc2ccc(OC)cc2)nnc1SCC(=O)Nc1ccc(N2CCOCC2)cc1	-3	4	2	-4	4	6	0	5	4
Cc1cc(-c2ccc(C)c(S(=O)(=O)NCCCN3CCN(c4ccccc4F)CC3)c2)on1	6	-1	-5	-5	-1	-5	-8	3	4
O=C1CCC([N+](=O)[O-])C(c2cccc([N+](=O)[O-])c2)N1 (configuration not stated)	5	10	6	-1	-1	-1	1	8	4
Cc1cc(S(=O)(=O)N2CCCC2)c(C)s1	3	-2	1	-2	0	7	0	4	7
CCC1(C)Cc2c(sc3nn[nH]c(=O)c23)CO1 (configuration not stated)	-4	1	-5	-3	-1	8	-3	2	6
CC(C)(O)CC[C@@H](O)[C@](C)(O)C1CC[C@@]2(O)C3=CC(=O)[C@]4(O)C[C@@H](O)[C@@H](O)C[C@]4(C)C3CC[C@]12C (some centres not stated)	-5	-3	1	-6	0	.	1	-2	1
NNC(=O)CNC(c1ccccc1)c1cc(Br)ccc1NC(=O)c1cccc(Cl)c1 (configuration not stated)	-8	-10	1	-20	-3	-4	-5	-8	-1
O=C(CN(C(=O)CSc1nc2ccccc2o1)c1ccccc1)NC1CCCCC1	-2	3	4	0	1	0	3	0	-1
COC(=O)C1=C(C)N(c2ccc(F)c(Cl)c2)C(=O)C1	5	4	5	1	1	0	0	8	1
COCCN1C(=O)N[C@@H](c2cccc(C(F)(F)F)c2)[C@@H](C(=O)OC)[C@H]1C	1	-7	3	2	-1	0	-1	8	22
CCc1ccccc1NC(=O)C1C2C=CC(O2)C1C(=O)O (configuration not stated)	-2	2	2	2	-2	5	-2	5	10
S=c1[nH]c2cc(Br)cnc2[nH]1	10	2	3	5	1	1	-1	7	6
COC(=O)c1ccc(CSc2ccccc2C)o1	7	6	12	1	0	4	1	12	-3
CSCCC(NC(=O)c1ccco1)C(=O)O (configuration not stated)	-1	7	-2	2	1	-5	0	5	4
O=C(CCC1CCCCC1=O)c1ccccc1 (configuration not stated)	-4	0	0	1	3	-6	4	2	2
CN1CCN(C(N)=NC(=O)c2ccccc2)CC1	-9	1	4	3	-2	5	-3	4	-4
COC(=O)C1CCN(C(=O)COC(=O)C2CCN(S(=O)(=O)c3ccc(C)c(C)c3)CC2)CC1	3	2	1	4	-2	-4	2	0	-3
O=C1N(Cc2cccc(Cl)c2)C[C@@H]2C[C@@H](c3ccccn3)N3CCC[C@@]123	2	4	4	3	-4	9	2	8	6
Cc1cc(C)cc(N(CCC#N)C(=O)CSc2n[nH]c(N)n2)c1	-3	-3	1	-11	-2	-5	0	2	6
O=C(Nc1nc2ccccc2s1)C1CC(=O)N(c2ccccc2)C1 (configuration not stated)	15	0	3	2	-1	-3	-5	4	4
CC(C)[C@H]1C=C(C(=O)O)O[C@@H](OCCCCO)C1	9	4	-2	1	0	2	2	2	5
c1ccc(CCNCC2COc3ccccc3O2)cc1 (configuration not stated)	-3	4	5	1	0	8	3	3	5
COc1ccc2c(c1)OC[C@H]1[C@H]2N2C(=O)CN(CCc3c[nH]c4ccccc34)C(=O)[C@@]2(C)[C@H]1c1ccccc1	-6	-6	-3	1	0	.	-3	0	4
Cc1cc(C)cc(NC(=O)COC(=O)COc2ccc(N(C)S(=O)(=O)c3cccs3)cc2)c1	-1	.	9	.	0	.	.	2	15
Cc1c(Cl)cccc1NC(=O)CCS(=O)(=O)c1cccc2nonc12	17	-1	3	-5	-6	0	2	-3	-4
COc1ccc(NC(=O)Cn2cnc3c(nnn3-c3ccc(C)cc3)c2=O)cc1	.	-5	4	3	-3	4	-3	.	.
C#Cc1ccc([C@@H]2C=C(C(=O)N3CCN(Cc4ccccc4)CC3)O[C@H](OCCCCO)C2)cc1	7	4	5	-4	-3	2	3	4	5
Cc1oc(-c2cccc(Cl)c2)nc1CN(C)C1CCOC1 (configuration not stated)	-7	-3	4	-3	0	2	1	-1	0
COc1ccc(NC(=O)c2cc(-c3ccco3)on2)c(OC)c1	-4	-4	1	-8	-3	2	-7	-3	-7
O=C(NCCc1ccccc1)c1c[nH]c2c(F)cccc2c1=O	-1	1	3	-15	1	2	-3	2	9
Cc1csc(=O)n1CC(=O)Nc1ccc(Cl)cc1F	-2	0	-1	1	-2	.	-2	3	4
O=C(O)CSCC(=O)N1CCN(Cc2ccc3c(c2)OCO3)CC1	-5	-2	-4	-1	2	-1	-3	-2	-1
CC(C)C(=O)Nc1ccc(O)c(-c2csc(N)n2)c1	14	0	5	0	1	-5	-1	1	6
COc1ccc(Br)cc1CN(C)C(=O)c1cnc(C)cn1	0	5	4	1	-6	-1	3	0	0
COc1ccc2c3n(nc2c1)CCN=C3c1ccc(Cl)cc1	1	-1	11	1	-3	1	3	0	-7
Cc1nn(C)c(C)c1NC(=O)c1ccccc1NC(=O)Nc1ccccc1	-1	1	1	2	4	6	-1	4	13
CCSc1nnc(NC(=O)CSc2nccn2-c2cc(C)cc(C)c2)s1	.	1	1	-1	-1	-2	0	.	.
Cc1ccc(NC(=O)CS(=O)CC(=O)NCC2CCCO2)cc1 (configuration not stated)	2	-1	-2	1	0	2	-3	3	2
c1ccc(CSc2nnc(-c3ccncc3)o2)cc1	-3	2	7	-4	0	5	-2	4	4
CCOc1ccccc1NC(=O)CS(=O)(=O)c1cn(CC(=O)N2CCOCC2)c2ccccc12	-8	4	3	1	-2	8	0	2	-1
NC(=O)C1CCN(C(=O)COc2ccc(S(=O)(=O)NC3CCCC3)cc2)CC1	-9	-4	12	0	-1	-5	3	2	-8
c1coc(CN2CN=C(Nc3nc4ccccc4s3)NC2)c1	0	-2	4	-3	2	2	0	11	0
CCN(CC)CCn1c(NCc2ccco2)nc2ccccc21	1	2	3	1	2	2	-3	5	3
O=C(O)c1ccc(N/N=C/c2ccc(F)c(F)c2)cc1	3	-1	13	2	-8	5	2	4	-1
COCCN(C(=O)COC(=O)c1cccc2ccccc12)c1c(N)n(Cc2ccccc2)c(=O)[nH]c1=O	-3	-9	-3	1	-5	4	-4	-3	2
COc1cccc(CN2CCN(Cc3cc(OC)c(OC)cc3[N+](=O)[O-])CC2)c1	-5	24	0	-4	-2	-2	-1	2	4
Cn1cc(CC(=O)NCCCN2CCOCC2)c2ccccc21	1	-1	6	3	-2	6	0	-1	-2
N#Cc1nc(COc2ccccc2F)oc1NCCCn1ccnc1	-2	12	-2	-2	0	36*	2	3	-1
C#CCNC(=O)C1=C[C@@H](c2coc3ccccc3c2=O)C[C@@H](OCc2ccc(CO)cc2)O1	3	-12	-5	13	0	4	-5	-5	-5

# Other structures:
smiles	PAFAH2 inh	LYPLA2 inh	pPAFAH FP inh	PME-1 primary	PAD4 inh	GSTO1 counter	LYPLA1 counter	PAFAH1B2 inh	PAFAH1B3 inh
CC(=O)N1CCc2ccc(S(=O)(=O)N3CCN(C)CC3)cc21	4	-3	1	7	2	-1	1	4	2
CCOC(=O)c1cccc(NC(=O)Cn2cc3c(n2)CCC(C)C3)c1 (configuration not stated)	-1	2	-3	-1	-4	-2	3	1	3
Cc1cc(OCC(=O)OCC(=O)N(C)Cc2ccccc2C)ccc1Cl	6	-3	9	2	3	.	-2	1	-6
Cc1ccc(C)c(NC(=O)CSc2nnc(C)c(=O)n2N)c1	-1	5	-1	3	0	4	-1	0	6
CCOC(=O)C1(CC2CCCCO2)CCN(S(=O)(=O)c2ccsc2)CC1 (configuration not stated)	-2	-4	1	0	-1	-6	1	3	-1
Cc1ccc(S(=O)(=O)Nc2nc3ccccc3nc2N2CCc3ccccc3C2)cc1	11	2	21	8	5	0	-1	8	12
O=C(O)c1cc2ncc(-c3[nH]ncc3[N+](=O)[O-])cn2n1	-5	7	2	-2	-2	5	1	-3	6
C=CCN1C(=O)c2ccc(C(=O)N(C)CC(=O)Nc3ccc(Br)cc3C)cc2C1=O	-6	-2	17	3	-2	-8	-1	8	1
c1ccc(-c2cncnc2)cc1	-1	1	-1	-1	-3	.	2	1	19
O=[N+]([O-])c1cccc(S(=O)(=O)NCCc2cn3ccccc3n2)c1	-9	7	3	-1	2	11	4	-1	2
COc1cc(N(C(=O)Cc2cccs2)C(C(=O)NC2CCCCC2)c2cccc(OC)c2OC)ccc1-n1cnnn1 (configuration not stated)	7	5	2	1	0	0	9	-6	6
CCOC(=O)N1CCN(C(=O)c2ccc(N(C)S(=O)(=O)c3ccc(C)cc3)cc2)CC1	-6	1	6	4	0	3	0	5	-3
CCC(Sc1nc(C)cc(C)n1)C(=O)NC1=NN=C(c2ccc(C)cc2)CS1 (configuration not stated)	-1	7	7	0	66*	-11	2	2	3
CS(=O)(=O)N(CC(=O)N1CCN(c2cccc(Cl)c2)CC1)c1cccc(F)c1	-2	3	4	0	-5	8	6	4	-1
CC(NC(=O)COC(=O)C1CC2CCCC(C1)C2=O)c1ccccc1 (configuration not stated)	19	0	2	1	2	.	-3	6	-2
CC1CCCC(NC(=O)COC(=O)c2n[nH]c3ccccc23)C1C (configuration not stated)	79*	.	-11	.	-2	.	.	5	5
Cc1cccc(NC(=S)Nc2cccc(C)n2)n1	3	-5	1	-2	1	12	-5	1	0
CC(=O)OC(COC1C[C@@H]2CC[C@@]1(C)C2(C)C)C[N+]1(C)CCCCC1 (some centres not stated)	-1	5	2	5	0	19	2	9	3
COc1ccc(SCCc2ccncc2)cc1	0	1	3	-3	-1	-2	-1	0	-3
N#Cc1nc(-c2ccccc2Cl)oc1N1CCCCC1	-6	0	10	3	-7	-9	0	-5	0
CCOc1ccccc1N(CC)C(=O)c1nn(C)c2c1CSc1ccccc1-2	-5	14	2	9	-3	-5	3	5	-2
CC(C)=CCN1CCN(Cc2ccc(C#CC(C)(C)O)cc2)CC1CCO (configuration not stated)	2	-4	-3	-1	1	3	0	3	11
COc1ccc(CNC(=O)CCN2C(=O)c3ccncc3C2=O)cc1OC	1	-2	-1	0	3	2	-4	5	10
O=C(COC(=O)c1cc(=O)[nH]c2ccccc12)Nc1ccccc1F	-1	.	0	.	3	.	.	4	-3
CCOc1ccccc1N1CCN(C(=S)Nc2ccc(S(N)(=O)=O)cc2)CC1	-7	-2	2	3	-2	3	-3	5	11
CCOC(=O)C1=C(C)N=C2SC=C(C)N2C1c1ccc(OC)cc1 (configuration not stated)	1	5	7	4	-5	8	1	2	2

# 3 of the entries above in order of their number in PAFAH1B3 inh, falling:
molecule | PAFAH2 inh | pPAFAH FP inh | PME-1 primary | PAD4 inh | PAFAH1B2 inh | PAFAH1B3 inh
Cc1ccc(S(=O)(=O)Nc2nc3ccccc3nc2N2CCc3ccccc3C2)cc1 | 11 | 21 | 8 | 5 | 8 | 12
CCOC(=O)C1(CC2CCCCO2)CCN(S(=O)(=O)c2ccsc2)CC1 (configuration not stated) | -2 | 1 | 0 | -1 | 3 | -1
CCOC(=O)N1CCN(C(=O)c2ccc(N(C)S(=O)(=O)c3ccc(C)cc3)cc2)CC1 | -6 | 6 | 4 | 0 | 5 | -3

# From PubChem BioAssay

# These rows are one share of the data, so the mix of outcomes need not match the whole.
